Screening data (PubChem BioAssay)
GSK3 alpha inh – blockers of GSK3A enzyme activity – biochemical, luminescence, cell-free homogeneous, HTS, primary screen | Glycogen synthase kinase-3 alpha (Homo sapiens), P49840 | inhibition, % at 10 µM | GSK-3 alpha kinase, ADP-Glo luminescence, 60 min | 320,000 compounds, 0.1% hits;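 in the data active = inhibition above about 50%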;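 also: GST-tagged GSK-3 alpha with peptide substrate and 25 µM ATP; 0% = DMSO neutral wells and 100% = GW8510 positive control wells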
Target sequence (P49840 whole entry, looked up): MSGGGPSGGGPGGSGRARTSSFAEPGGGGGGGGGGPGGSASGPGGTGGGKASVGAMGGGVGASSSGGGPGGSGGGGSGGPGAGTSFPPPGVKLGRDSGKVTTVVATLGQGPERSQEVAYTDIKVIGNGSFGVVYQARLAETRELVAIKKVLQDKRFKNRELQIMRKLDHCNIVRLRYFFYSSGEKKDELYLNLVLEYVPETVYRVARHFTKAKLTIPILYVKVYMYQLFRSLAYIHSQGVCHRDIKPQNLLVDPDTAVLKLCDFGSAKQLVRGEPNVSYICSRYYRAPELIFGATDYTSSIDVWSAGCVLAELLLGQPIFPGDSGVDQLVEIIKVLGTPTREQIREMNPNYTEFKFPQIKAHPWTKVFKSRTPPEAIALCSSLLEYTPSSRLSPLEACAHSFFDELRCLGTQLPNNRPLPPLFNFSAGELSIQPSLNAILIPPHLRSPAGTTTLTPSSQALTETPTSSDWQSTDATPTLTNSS
HSP90 inh – HSP90 inhibitors, primary screen, cell lysate, luminescence. Heat shock protein HSP 90 (rabbit reticulocyte lysate; luciferase refolding). Rabbit reticulocyte lysate, luciferase refolding luminescence, 3 h. inhibition, % at 5.6 µM. 290,000 compounds, 0.91% hits. AID 1789, 2009;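 active = inhibition above the screen-wide mean plus 3 SD, computed separately per campaign, cut at about 16% in these data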;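 also: 0% = DMSO wells and 100% = 60 µM geldanamycin wells; inhibitors lower the luminescence because luciferase stays unfolded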
Dyrk1A ADPGlo – rat Dyrk1A kinase inhibitors, primary screen, biochemical, single point, plate reader; ADP-Glo luminescence, NFATc1 peptide; inhibition, % at 12.5 µM; 310,000 compounds, 0.43% hits; in the data active = inhibition above about 50%;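 also: plate controls were vehicle with enzyme for no effect and no enzyme for full effect; many of its hits are not listed in these tables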
AI-2 QS mod – Vibrio harveyi AI-2 quorum sensing modulators, primary screen, JMH597 strain, luminescence/OD600 ratio. Vibrio harveyi JMH597 AI-2 luminescence/OD600 ratio, 9 h; stronger effect = lower value; strain lacks LuxN and CqsS sensors; 0 = neutral-control median. activity change, % at 7.5 µM. 300,000 compounds, 0.4% hits. AID 2094, 2009; in the data active = activity change below about -75%, passing the limit was not always enough; inconclusive = no clear call, values can overlap the other calls;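 also: luminescence divided by OD600 gain over 9 h not by final OD600 alone; inactives centre near 13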
HSF1 inhib – HSF1 inhibitors in luciferase reporter cells, primary screen, cell-based, NIH3T3, luminescence; activity change, negative = inhibition, % at 7.5 µM (by protocol); NIH3T3-HGL HSE-luciferase, MG132-induced, luminescence 8 h; stronger effect = lower value; 300,000 compounds, 0.77% hits;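 active = more than half of replicate wells show activity change below -50%, luminescence cut by over half; inconclusive = some wells, but at most half, below -50%; inactive = no replicate well below -50%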;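 also: luciferase reports HSF-1 transcriptional activity via heat shock element; 0% = median of DMSO wells and -100% = zero luminescence signal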
PolyA inhibitor – polyadenylation inhibitors in yeast reporter cells, primary screen, luminescence, S. cerevisiae. S. cerevisiae SKY197-pL101 polyadenylation reporter, beta-gal luminescence; efflux-impaired pdr1/pdr3 knockout yeast; score 100 = 6 SD above DMSO. AID 1875, 2009. calls only at 12 µM. 300,000 compounds, 0.02% hits;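 active = lowest replicate activity score at least 50, where 100 means six control SD above control mean; inconclusive = lowest score under 50 but half or more replicates reach 50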;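 also: yeast exposed to compound for 9 h at 30 °C; higher score means more reporter readthrough which indicates perturbed polyadenylation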
GSK3beta inhib – human GSK3beta kinase inhibitors, primary screen, biochemical, cell-free homogeneous, HTS; AID 2097, 2009; 300,000 compounds, 0.038% hits; GST-GSK3beta kinase, ADP-Glo luminescence, 60 min; stronger effect = lower value; activity score (negative = inhibition), % at 10 µM; Glycogen synthase kinase-3 beta (Homo sapiens), P49841;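 active = more than half of replicate wells score below -50%, meaning over 50% inhibition versus plate controls; inconclusive = some replicates but at most half score below -50%; inactive = no replicate scores below -50%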;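 also: 0% = median DMSO wells and -100% = median GW8510 positive control wells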
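Test system: GST-tagged human GSK3beta kinase, cell-free; evaluation: activity score scaled between in-plate DMSO and GW8510 controls; measured by: ADP-Glo luminescence; incubation: 60 min reaction, RT; benchmarks: DMSO and 20 µM GW8510; reagent: peptide substrate plus 25 µM ATP (final); medium: Tris/MgCl2 kinase buffer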
HSF1 activator – HSF-1 activators, primary screen, NIH3T3-HGL cells, MG132 stress, luminescence, single point | AID 504408, 2011 | activation, % at 9 µM | 300,000 compounds, 1.7% hits | NIH3T3-HGL HSF-1 luciferase reporter, 8 h; 100% = twice DMSO control signal;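 active = mean replicate activation of at least 50% with a set share of replicates each reaching 50%; inconclusive = only one of those two conditions met; inactive = mean below 50% and too few replicates reaching it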;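 also: 0% = median of the neutral control wells and 100% = twice that signal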
Platelet DG rel – inhibitors of platelet dense granule secretion, primary screen, cell-based, MLPCN, human platelets | human platelet-rich plasma, SFLLRN dense granule ATP release, luminescence | AID 1663, 2009 | inhibition, %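 (compounds screened at 7.5 µM in platelet-rich plasma)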 | 300,000 compounds, 0.22% hits;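 active = mean replicate score, as percent of positive control, at or above 50; inconclusive = mean below 50 but at least one replicate at or above 50; inactive = mean and every replicate below 50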
HDAC3 inh – HDAC3 deacetylase inhibitors, primary screen, biochemical, fluorescence, cell-free homogeneous; Histone deacetylase 3 (Homo sapiens), O15379; recombinant HDAC3, fluorogenic peptide/trypsin coupled; inhibition, % at 8.3 µM; 320,000 compounds, 0.15% hits; AID 2718, 2010; in the data active = inhibition above about 26%, passing the limit was not always enough; inconclusive = no clear call, values can overlap the other calls
Target sequence (O15379 whole entry, looked up): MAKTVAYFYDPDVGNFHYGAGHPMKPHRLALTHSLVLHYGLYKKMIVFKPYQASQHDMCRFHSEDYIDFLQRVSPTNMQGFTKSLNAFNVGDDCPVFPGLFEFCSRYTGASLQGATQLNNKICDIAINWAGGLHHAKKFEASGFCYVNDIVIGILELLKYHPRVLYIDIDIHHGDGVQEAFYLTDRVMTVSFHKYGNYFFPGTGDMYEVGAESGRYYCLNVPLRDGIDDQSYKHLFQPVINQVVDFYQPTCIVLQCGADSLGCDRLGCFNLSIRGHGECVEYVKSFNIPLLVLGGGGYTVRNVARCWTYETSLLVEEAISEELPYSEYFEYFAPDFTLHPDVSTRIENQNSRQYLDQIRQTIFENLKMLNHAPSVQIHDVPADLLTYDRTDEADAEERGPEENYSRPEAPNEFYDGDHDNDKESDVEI
Numbers without * were called inactive; i = inactive; ? = inconclusive; nt = not tested or not shown.

| compound | GSK3 alpha inh | HSP90 inh | Dyrk1A ADPGlo | AI-2 QS mod | HSF1 inhib | PolyA inhibitor | GSK3beta inhib | HSF1 activator | Platelet DG rel | HDAC3 inh |
| --- | --- | --- | --- | --- | --- | --- | --- | --- | --- | --- |
| Cc1ccc(N=Nc2ccc(O)c3ncccc23)cc1C | -5 | 1 | -1 | 26 | -51* | i | -4 | -55 | 4 | ? |
| CC(=O)NS(=O)(=O)c1ccc(NC(=O)CSc2ccc(C)cc2)cc1 | -4 | 2 | 2 | 24 | -24 | i | 4 | -42 | -1 | 4 |
| CCOC(=O)C1(CCc2ccccc2)CCN(C(=O)c2cc(C)nc(C)n2)CC1 | -1 | -5 | -4 | 2 | 7 | i | 1 | 1 | 0 | 3 |
| COC(=O)c1sc2ccccc2c1NC(=O)c1ccc(S(=O)(=O)N2CC(C)CC(C)C2)cc1 (stereo not given) | -3 | 2 | -7 | 16 | -12 | i | 1 | -7 | 11 | 2 |
| COc1cc2[nH]c(C(=O)Nc3ccc4c(c3)OCCO4)cc2c(OC)c1OC | -2 | 7 | -6 | 6 | -34 | i | 1 | -37 | 0 | 0 |
| Cc1ccccc1C(=O)NCCn1cc(SCC(=O)NCC2CCCO2)c2ccccc21 (stereo not given) | 0 | 4 | 0 | 10 | -5 | i | -4 | 14 | -5 | -6 |
| CC(C)c1ccc(N(C(=O)c2ccco2)C(C(=O)NC2CCCC2)c2ccncc2)cc1 (stereo not given) | 0 | -5 | 13 | 10 | 21 | i | 1 | 42 | -4 | 9 |
| Cn1c(=O)c2c(nc(CN3CCN(C(=O)c4ccco4)CC3)n2Cc2ccc(F)cc2)n(C)c1=O | -1 | 0 | -5 | 40 | 3 | i | 2 | 6 | 8 | 0 |
| CCO[C@@H]1OC(C(=O)NCc2nc3ccccc3[nH]2)=C[C@H](c2csc3ccccc23)[C@H]1CCCO | -3 | -5 | 3 | 26 | 3 | i | 1 | 7 | -1 | 20 |
| CCc1nccn1CCC(=O)N1CCCC(N2CCN(c3ccccc3C)CC2)C1 (stereo not given) | 2 | -1 | 1 | 10 | -2 | i | -3 | -2 | -8 | 3 |
| CN(C)/C=N/C(=S)Nc1ccc(Cl)cc1Cl | 2 | -3 | 2 | 6 | 17 | i | -4 | 16 | -5 | -3 |
| CCC(=O)Nc1sc(C(=O)N2CCCCC2)c(C)c1C#N | -3 | 3 | -1 | 22 | -6 | i | 2 | -5 | -4 | 1 |
| Cc1ccc(S(=O)(=O)NCC(=O)NCc2cc(=O)n(C)c(=O)n2C)cc1C | 6 | -5 | -3 | 32 | -3 | i | 2 | -14 | -1 | 4 |
| COCCN(C(=O)Cn1nnc2ccccc21)C(C(=O)NC1CCCCC1)c1ccc(OC)cc1OC (stereo not given) | 0 | -1 | 4 | 30 | -3 | i | -1 | 6 | 0 | -1 |
| O=C(c1nc2ncccn2n1)N1CCN(c2ccccc2)CC1 | 2 | -4 | -2 | -1 | -5 | nt | -2 | -11 | -10 | 1 |
| Cc1cccc(-c2ocnc2C(=O)Nc2ccccc2NC(=O)c2ccccn2)c1 | -1 | 0 | 3 | 7 | 6 | i | -3 | 3 | 1 | -1 |
| CCCCNC(=O)Nc1nnc(C(C)(C)C)s1 | 1 | 1 | 5 | 15 | 27 | i | -1 | 56* | -9 | 2 |
| CCCCCCCCCCC[N+](C)(C)CC/C=C1/c2ccccc2Sc2ccc(Cl)cc21 | 6 | 6 | 1 | -145* | 5 | i | -5 | -3 | 13 | 32* |
| CC(/C=N\NC(=O)CN1CCN(S(=O)(=O)c2ccc(C)cc2)CC1)=C\c1ccccc1 | -2 | -3 | 0 | 28 | -3 | i | -1 | -19 | -3 | 6 |
| O=C(Cc1ccc(S(=O)(=O)N2CCOCC2)s1)Nc1ccccc1Br | 2 | 1 | -5 | 17 | -1 | i | 4 | -4 | -2 | nt |
| CN(C)CC[n+]1ccc(C(=O)c2ccccc2)cc1 | -1 | -2 | -3 | 4 | 0 | i | -1 | -15 | 0 | 5 |
| C/C=C/Cn1c(Br)nc2c1c(=O)[nH]c(=O)n2C | 4 | 2 | 2 | 23 | 6 | i | -2 | 12 | 1 | 1 |
| O=C(Nc1c(C(=O)N2CCOCC2)cnn1-c1ccccc1Cl)c1ccco1 | 2 | 0 | 2 | 2 | 6 | i | 2 | 23 | 11 | 1 |
| CC(C)c1ccc(OCC(O)Cn2cnc3ccccc32)cc1 (stereo not given) | -4 | -3 | 1 | -64 | 5 | nt | -2 | 6 | 0 | 8 |
| CC(=O)C1=C(O)C=C(c2ccco2)CC1c1ccco1 (stereo not given) | 0 | 0 | 22 | 8 | -9 | i | 3 | -2 | 0 | 6 |

Part of the list above, reduced to Dyrk1A ADPGlo:
molecule | Dyrk1A ADPGlo
CC(=O)NS(=O)(=O)c1ccc(NC(=O)CSc2ccc(C)cc2)cc1 | 2
CCOC(=O)C1(CCc2ccccc2)CCN(C(=O)c2cc(C)nc(C)n2)CC1 | -4

Later entries.
| compound | GSK3 alpha inh | HSP90 inh | Dyrk1A ADPGlo | AI-2 QS mod | HSF1 inhib | PolyA inhibitor | GSK3beta inhib | HSF1 activator | Platelet DG rel | HDAC3 inh |
| --- | --- | --- | --- | --- | --- | --- | --- | --- | --- | --- |
| O=C(CN(C(=O)c1ccc(Cl)cc1)C1CCCCC1)Nc1ccc(Cl)c([N+](=O)[O-])c1 | -2 | 1 | 6 | 21 | 19 | i | 0 | 26 | 3 | 10 |
| CCOC(=O)c1ccc2[nH]c3c(c2c1)CCCC3O (stereo not given) | -1 | -3 | 3 | 39 | 10 | i | 1 | 20 | 2 | 2 |
| CC(C)C(NC(N)=O)C(=O)NC1CCCCC1 (stereo not given) | 2 | 2 | nt | 31 | -2 | i | -1 | 4 | 0 | 0 |
| Cc1ccc2c(c1)C(=C(C#N)C#N)C(=O)N2CCN1CCOCC1 | -1 | 3 | nt | 10 | 0 | i | 2 | 5 | -21 | 7 |
| COCCCNC(=O)CN(c1cc([N+](=O)[O-])ccc1OC)S(C)(=O)=O | 0 | 3 | -3 | 21 | 3 | i | 4 | 1 | 4 | 6 |
| CC(C)NC(=S)N(CCc1ccncc1)C(C)C | -2 | -4 | -2 | 12 | -5 | i | 1 | 0 | 3 | -1 |
| CC(C)CC(=O)Nc1ccc(C(=O)CN2C(=O)NC3(CCOc4ccccc43)C2=O)cc1 (stereo not given) | 2 | nt | 12 | 16 | 7 | i | -4 | 18 | -7 | 7 |
| Cc1cccc(NC(=O)CC2CCC2)c1 | -3 | 3 | 4 | 18 | -4 | i | 1 | -1 | 1 | 1 |
| Nc1c(C(O)(C(F)(F)F)C(F)(F)F)cc(C(O)(C(F)(F)F)C(F)(F)F)c2ccccc12 | -1 | -1 | 6 | 4 | -4 | i | -5 | 2 | 4 | 33* |
| COc1ccc(-c2csc3ncnc(N4CCN(c5ccc(OC)cc5)CC4)c23)cc1 | -1 | -1 | -1 | 42 | -4 | i | 3 | 1 | 42 | 8 |
| CC1(C)C2CCC1(C)C(OC(=O)C[n+]1ccccc1N)C2 (stereo not given) | 3 | -1 | -4 | -1 | -5 | i | -3 | -9 | 6 | -5 |
| Cc1ccc(C)c(NC(=O)C(OC(=O)c2ccc(NC(=O)CC#N)cc2)c2ccccc2)c1 (stereo not given) | 3 | nt | 5 | -5 | -3 | i | -5 | -2 | -6 | 2 |
| COc1ccc(/C=C2\SC(N3CCc4ccccc4C3)=NC2=O)cc1 | 0 | 6 | 70* | 45 | 4 | i | 3 | 23 | -3 | 4 |
| O=[N+]([O-])c1cc([N+](=O)[O-])c(Oc2cccc(Cl)c2Cl)cc1NN1CCCCC1 | 0 | -5 | -6 | 9 | 3 | i | 1 | 20 | 5 | -13 |
| O=C(NCCO)/C(=C\c1ccc(Br)cc1)NC(=O)c1cccs1 | 1 | -2 | -3 | 40 | 0 | i | -1 | 1 | -12 | 5 |
| Cc1cccc(NC(=O)CCSc2nnc(Cc3ccccc3)o2)c1 | 2 | 4 | -1 | 19 | -7 | nt | 2 | -18 | -1 | -1 |
| CCOC(=O)C(=N/O)/C(C)=N/NC(=O)C(=O)Nc1ccc(Cl)cc1 | 1 | 0 | -29 | 11 | -2 | i | -25 | -8 | 1 | 0 |
| NS(=O)(=O)c1ccc(CNC(=O)NC2(c3ccccc3)CC2)cc1 | -5 | 0 | -8 | 2 | 3 | i | 0 | 2 | -19 | 0 |
| COc1ccc(OC)c(CNC(=O)c2nn(C)c3c2CS(=O)(=O)c2ccccc2-3)c1 | -1 | -3 | -5 | nt | 0 | i | -3 | -6 | -2 | 1 |
| FCCCOc1ccc(/C=N/OCc2c(Cl)cccc2Cl)cc1 | -2 | 0 | 3 | 26 | 8 | i | 0 | 4 | 2 | -6 |
| Cc1nn(C)c(C)c1Nc1ccc(N2C(=O)C3CC=CCC3C2=O)cc1[N+](=O)[O-] (stereo not given) | nt | -3 | 0 | 24 | -3 | i | 1 | -5 | 6 | 2 |
| CC1CCCCC1NC(=O)CN(C)S(=O)(=O)c1cccc2cccnc12 (stereo not given) | -3 | 4 | -5 | 9 | -6 | i | -28 | -5 | 0 | 3 |
| CC(C)CN(C(=O)c1ccc([N+](=O)[O-])s1)c1c(N)n(Cc2ccccc2)c(=O)[nH]c1=O | -2 | nt | 4 | nt | 5 | i | nt | 6 | -4 | -2 |
| CCOC(=O)c1c(NC(=O)CN2C(=O)NC3(CCCCC3)C2=O)sc(C)c1-c1ccc(C)cc1 | 0 | -1 | -1 | 5 | 4 | i | -1 | 13 | -5 | 18 |
| O=C(NNC(=O)c1ccco1)c1csc(N2CCOCC2)n1 | -1 | nt | -7 | 18 | -11 | i | 1 | -20 | -1 | -2 |
| O=C(OCC1CC(c2ccccc2)=NO1)c1ccc(Cl)cc1 (stereo not given) | 3 | -3 | 0 | 1 | -4 | i | 0 | -15 | 6 | nt |
| Cc1ccc(C(=O)Nc2cccc(C(F)(F)F)c2)cc1NC(=O)c1cnnc2ccccc12 | 2 | nt | -5 | 48 | -32 | i | 3 | -38 | 3 | 1 |

These rows are one share of the data (hit frequency here may not be typical).
